SENP8 block-1 – blocks the human protease SENP8; Q96LD8; purified SENP8, Z-RLRGG-aminoluciferin cleavage, luminescence; actives 1.2% (n = 330,000); inhibition, % at 10 µM; AID 2540; in the data active means inhibition above about 50%
SENP8 block-2 – SENP8 (human) protease inhibition; recombinant SENP8, Nedd8 substrate fluorescence; inhibition, % at 20 µM; AID 602440; actives 0.64% (n = 360,000); Q96LD8; in the data active means inhibition mostly above about 40%, no sharp cut-off; inactive means mostly below about 27%
SENP1 FRET inh – SENP1 (human) catalytic domain inhibition; Q9P0U3; recombinant SENP1 catalytic domain, CyPet-SUMO1-YPet FRET cleavage; inhibition, % at 10 µM; actives 0.21% (n = 360,000);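 active means inhibition at least 30% at 10 µM, raw YFP signal under a set limit, fluorescence ratio 0.5 to 1.5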;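 further: 0% = enzyme with DMSO and 100% = no enzyme wells; some results filed as inactive read as strong as hits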
Target sequence (Q9P0U3 419-644 limits assumed): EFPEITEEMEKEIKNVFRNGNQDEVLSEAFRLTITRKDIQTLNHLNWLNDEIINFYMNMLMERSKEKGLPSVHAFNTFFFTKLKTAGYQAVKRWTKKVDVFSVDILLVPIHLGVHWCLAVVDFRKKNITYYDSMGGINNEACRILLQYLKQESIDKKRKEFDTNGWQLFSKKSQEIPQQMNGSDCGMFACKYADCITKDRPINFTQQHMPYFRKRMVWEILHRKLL
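material = recombinant human SENP1 catalytic domain, His6-tagged | quantity = 20 pM enzyme | reagent = 25 nM SUMO1 FRET substrate | compound dosing = 10 µM single point, 0.5% DMSO | timing = 50 min enzyme reaction, room temperature, light-protected | detection = FRET, CFP and YFP emission | control set = no-enzyme low, enzyme-DMSO high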
NALP3 yeast inh – inhibitors of NALP3 inflammasome in yeast; AID 2825; Yeast reconstituted NLRP3/ASC/caspase-1, beta-gal luminescence, 24 h; inhibition, % at 10 µM; actives 0.39% (n = 330,000);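 active means inhibition of 50% or more; inactive means inhibition below 50%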;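 further: plate controls were induced DMSO wells for no effect and uninduced yeast grown without galactose for full effect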
PfGluPho inh – PfG6PD (Plasmodium falciparum) enzyme inhibition; PfGluPho enzyme, NADPH resazurin-diaphorase fluorescence; inhibition, % at 20 µM; actives 0.78% (n = 350,000);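 active means inhibition reaching at least a set limit at 20 µM in the primary screen, cut at about 59% in these data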;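 further: 0% = DMSO wells with substrate and 100% = DMSO wells lacking glucose-6-phosphate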
Apaf1 inhib – blocks human Apaf-1 apoptosome activity; O14727; reconstituted apoptosome caspase-3 activity, DEVD-Rh110 fluorescence; inhibition, % at 20 µM; actives 0.71% (n = 330,000); active means inhibition of at least 40% at 20 µM;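 further: plate controls were DMSO wells for no effect and DEVD-CHO caspase inhibitor wells for full effect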
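Material: reconstituted apoptosome with Apaf-1, cytochrome c, caspase-9, procaspase-3, dATP / Buffer or medium: pH 7.5 Hepes buffer with CHAPS, BSA, DTT / Also added: cytochrome c with DEVD-Rh110 / Schedule: compound with Apaf-1, dATP, procaspase-3 30 min, then 50 min reaction, room temperature / Technique: rhodamine 110 fluorescence at Ex 480/Em 540 nm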
HKDC1 inh – HKDC1 (human) hexokinase inhibition; recombinant HKDC1, G6PDH/diaphorase resazurin coupled fluorescence; inhibition, % at 20 µM; Q2TB90; AID 493160; actives 0.16% (n = 340,000);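 active means inhibition above about 35% when tested at 20 µM, limit read from the data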;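 further: plate controls were DMSO wells with enzyme for no effect and DMSO wells lacking enzyme for full effect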
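Test system: HK5 enzyme. Quantity: 5 µg/mL HK5 final. Reagent: glucose and ATP substrates. Schedule: 90 min reaction incubation at room temperature, dark. Technique: resazurin-to-resorufin fluorescence via G6PDH and diaphorase coupling, 525/613 nm. Control set: DMSO wells with and without enzyme mix.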
SENP6 block – inhibitors of human SENP6 protease. Q9GZR1. inhibition, % at 10 µM. actives 1.8% (n = 330,000). Recombinant SENP6 catalytic domain, aminoluciferin luminescence;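 active means inhibition above about 50% at the single tested dose, limit read from the data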;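 further: plate controls were DMSO wells with enzyme for no effect and DMSO wells lacking enzyme for full effect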
Target sequence (Q9GZR1 628-1112 limits assumed): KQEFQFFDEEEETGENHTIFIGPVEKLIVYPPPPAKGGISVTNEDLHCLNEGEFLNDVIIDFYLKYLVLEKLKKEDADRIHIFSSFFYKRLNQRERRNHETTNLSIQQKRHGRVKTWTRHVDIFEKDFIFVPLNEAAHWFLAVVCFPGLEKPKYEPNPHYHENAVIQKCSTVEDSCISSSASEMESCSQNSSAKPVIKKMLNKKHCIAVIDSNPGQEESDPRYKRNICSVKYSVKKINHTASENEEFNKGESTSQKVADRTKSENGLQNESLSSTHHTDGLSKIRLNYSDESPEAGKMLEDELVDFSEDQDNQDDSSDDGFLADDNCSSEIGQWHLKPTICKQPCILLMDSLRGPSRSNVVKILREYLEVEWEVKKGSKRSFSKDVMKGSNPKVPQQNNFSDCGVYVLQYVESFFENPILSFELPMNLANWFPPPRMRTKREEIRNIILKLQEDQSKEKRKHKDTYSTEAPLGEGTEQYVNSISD
SENP7 block – inhibitors of human SENP7 protease; Q9BQF6; recombinant SENP7, Z-RLRGG-aminoluciferin luminescence, 40 min; inhibition, % at 5 µM; actives 1.5% (n = 330,000); AID 434973;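 active means inhibition above about 50% at the single test dose, limit read from the data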;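 further: plate controls were DMSO with enzyme for no effect and no enzyme buffer wells for full effect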
Target sequence (Q9BQF6 706-1050 limits assumed): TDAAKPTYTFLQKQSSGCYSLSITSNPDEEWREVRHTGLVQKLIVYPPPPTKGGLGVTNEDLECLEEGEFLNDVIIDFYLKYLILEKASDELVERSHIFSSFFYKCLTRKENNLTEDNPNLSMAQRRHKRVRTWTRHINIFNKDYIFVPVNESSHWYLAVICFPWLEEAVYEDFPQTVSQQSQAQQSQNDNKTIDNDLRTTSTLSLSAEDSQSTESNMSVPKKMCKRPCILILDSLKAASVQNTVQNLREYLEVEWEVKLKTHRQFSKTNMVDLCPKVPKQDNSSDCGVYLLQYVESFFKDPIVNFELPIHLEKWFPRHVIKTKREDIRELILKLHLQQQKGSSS
Numbers without * were called inactive; . = not tested or not shown. Compounds were not picked by outcome; 4.1% or so of the library scored in one or more.

SMILES	SENP8 block-1	SENP8 block-2	SENP1 FRET inh	NALP3 yeast inh	PfGluPho inh	Apaf1 inhib	HKDC1 inh	SENP6 block	SENP7 block
COc1cc(S(=O)(=O)Nc2ncn[nH]2)ccc1Cl	-11	8	-1	4	-6	5	-6	-32	-4
COC(=O)c1ccc(NCC(=O)Nc2cc(C)cc(C)c2)cc1	1	8	1	23	2	8	0	-5	1
O=C(CCCCCN1C(=O)c2ccccc2C1=O)Nc1ccc2c(c1)OCCO2	5	21	3	14	16	-3	1	-11	1
COc1ccc(C(=O)/C(C#N)=N/Nc2cccc([N+](=O)[O-])c2)cc1	.	15	4	.	-20	.	1	.	.
COc1nc(=O)n(C2CCCO2)cc1C (stereo not given)	.	7	0	.	-15	.	-6	.	.
N=c1c2c3c(sc2nc2n1CCC2)CCCC3	5	17	0	14	-12	-10	-4	5	-2
O=c1oc2cc(OCc3ccc([N+](=O)[O-])cc3)ccc2c2c1CCCC2	2	-39	-20	7	5	1	-2	13	13
COC(=O)c1c(NC(=O)Cc2ccccc2)sc2c1CCN(C(C)C)C2	-8	-3	-160	12	-11	15	-3	-6	-10
COc1ccccc1/C=C/C(=O)Nc1ccc(S(=O)(=O)Nc2cc(C)on2)cc1	-13	-46	3	9	-30	-8	1	-20	5
CCOC(=O)c1c(NC(=O)c2ccn(CC)n2)sc2c1CCCC2	3	-300	-2	5	18	20	-2	-5	8
O=C(Nc1ccc(S(=O)(=O)N2CCOCC2)cc1)C1CCN(S(=O)(=O)c2ccc(Cl)cc2)CC1	.	-3	0	.	11	.	1	.	.
C=C(C)Cn1c(C)cc(C)c(S(=O)(=O)c2cccc(C)c2)c1=O	0	19	0	-5	22	24	-9	1	2
O=C(C1CC1c1ccccc1)N1CCOCC1 (stereo not given)	-14	14	1	10	-10	-8	-8	-6	-5
COc1cc2nc(C3CC3)n(NC(=O)c3ccc(F)cc3)c(=O)c2cc1OC	2	14	2	-4	-7	-8	-6	6	5
CCN(CC)C(=O)Cc1c(OC)ccc2cc(Br)ccc12	-2	1	0	17	-10	2	10	-13	-2
COc1ccc(CCn2nnnc2C(C(C)C)N2CCC(C(N)=O)CC2)cc1OC (stereo not given)	0	7	-9	-12	-2	1	-4	-5	3
CC(=O)Oc1ccc(N(C(C)=O)S(=O)(=O)c2ccc3ccccc3c2)cc1	3	6	1	12	4	7	-3	-5	5
CC(C)C(OC(=O)c1ccccc1)c1nccc2ccccc12 (stereo not given)	-12	0	0	13	16	10	0	-21	9
CCCN(CCC)c1nc(Cl)nc(NCc2ccco2)n1	2	5	-1	-31	-7	13	3	-23	1
Cn1c(N2CCN(S(=O)(=O)c3ccc(Cl)cc3)CC2)nc2ccccc21	-12	13	2	18	12	-7	-1	-14	-12
COc1ccc(COCC(O)CN2CCN(S(=O)(=O)c3c(F)cccc3F)CC2)cc1OC (stereo not given)	.	2	0	.	-9	.	-6	.	.
CCOC(=O)C1CCN(C(=O)c2ccccc2NS(=O)(=O)c2ccc(C)cc2)CC1	4	19	1	10	-14	9	3	5	5
O=C(NN=C1CCCCCCCCCCC1)c1cccnc1	0	4	-1	18	-7	-1	-4	-28	2
Cc1[nH]c2ccccc2c1C(=O)C(=O)NCc1ccco1	-11	9	1	4	11	0	-14	-23	-14
Cc1ccc(S(=O)(=O)c2cc3c(=O)n4cccc(C)c4nc3n(CCc3ccccc3)c2=N)cc1C	.	5	-27	.	-5	.	1	.	.
Cc1ccc2c(c1)NC(=O)C(CC(=O)NCCCN1CCN(c3cc(C)ccc3C)CC1)O2 (stereo not given)	-9	-1	0	9	26	12	-3	-11	7
COc1ccc(N(CC(=O)NCCSC(C)(C)C)S(C)(=O)=O)c(OC)c1	-10	7	-7	15	2	-11	-9	12	-2
Cc1ccc(C(=O)NCC(=O)NCc2cc(=O)n(C)c(=O)n2C)cc1C	6	16	5	13	2	7	-5	13	-2
Cc1ccc2c(c1)c1c(n2C)C(C(N)=O)CCC1 (stereo not given)	2	-79	4	22	-17	-6	9	-5	5
O=c1[nH]c2ccccc2nc1Cc1ccc([N+](=O)[O-])cc1	4	7	3	26	-8	8	2	-6	1
COc1ccc(CCn2c(-c3cc([N+](=O)[O-])cc([N+](=O)[O-])c3)nc3nc4ccccc4nc32)cc1OC	-7	26	3	14	11	3	-10	7	6
Cc1ccc(NCC(=O)N/N=C/c2cc(O)ccc2[N+](=O)[O-])cc1	6	11	0	20	4	10	-6	2	5
CC1(C)OC(=O)C(=CNC(Cc2c[nH]c3ccccc23)C(=O)O)C(=O)O1 (stereo not given)	2	11	-2	9	1	-1	-7	-8	-2
COc1ccc(-c2csc(N(CCCN(C)C)C(=O)c3ccccc3C)n2)cc1	-11	10	2	24	1	24	5	-9	3
O=c1c(Oc2ccccc2F)coc2cc(OCc3cnn(-c4ccccc4)c3)ccc12	-7	7	0	3	-8	12	-6	-18	10
O=C(CCC(=O)c1cccs1)NCc1ccccc1Cl	3	-2	-2	13	14	9	-2	0	0

Entries of single compounds from above:
Cc1ccc(S(=O)(=O)c2cc3c(=O)n4cccc(C)c4nc3n(CCc3ccccc3)c2=N)cc1C is listed as SENP8 block-1 = .; SENP8 block-2 = 5; SENP1 FRET inh = -27; NALP3 yeast inh = .; PfGluPho inh = -5; Apaf1 inhib = .; HKDC1 inh = 1; SENP6 block = .; SENP7 block = .
COc1ccc(N(CC(=O)NCCSC(C)(C)C)S(C)(=O)=O)c(OC)c1 is listed as SENP8 block-1 = -10; SENP8 block-2 = 7; SENP1 FRET inh = -7; NALP3 yeast inh = 15; PfGluPho inh = 2; Apaf1 inhib = -11; HKDC1 inh = -9; SENP6 block = 12; SENP7 block = -2

Continuation.
SMILES	SENP8 block-1	SENP8 block-2	SENP1 FRET inh	NALP3 yeast inh	PfGluPho inh	Apaf1 inhib	HKDC1 inh	SENP6 block	SENP7 block
O=C(c1ccc2nccnc2c1)N1CCCC(N2CCN(c3ccc(F)cc3)CC2)C1 (stereo not given)	-15	-15	-1	9	5	5	1	11	-11
COc1ccc(-n2c(SCC(=O)NCC3CCCO3)nc3c([nH]c4ccccc43)c2=O)cc1 (stereo not given)	-3	-27	1	21	-5	11	0	-12	6
COc1ccc(C2=[N+]([O-])C(C)(C)C(c3ccccc3)=N2)cc1	3	25	2	14	2	2	2	13	6
O=C(N/C(=C\c1cccnc1)c1nc2ccccc2[nH]1)c1cccc(Br)c1	-3	-200	2	2	-5	-4	4	-2	7
Cn1ccc2cc(OCc3ccccc3)ccc21	.	4	0	.	-6	.	4	.	.
Cc1nc2c(sc3nc(N4CCOCC4)c4c(c32)CC(C)(C)OC4)c(-c2ccc(Cl)cc2)c1C(=O)O	6	-406	-36	25	9	8	8	-8	10
Cc1cccc(NC(=S)NC(=O)CC2CC(C)(C)OC2=O)c1 (stereo not given)	-4	27	1	-24	8	-1	-11	-11	-1
Cc1nc2ncnn2c(N2CCN(C(=O)Cc3cccs3)CC2)c1C	-6	16	-70	10	2	-4	-3	3	6
COC(=O)c1cc2sc(Cl)cc2n1CC(=O)NCCC(C)C	-3	11	-1	-10	-2	11	-3	-35	-10
CCCn1c(=N)n(CC(=O)c2ccc(OCC(=O)OC)cc2)c2ccccc21	5	23	0	15	11	-12	-1	-16	-3
COC(=O)[C@]1(Cc2ccccc2)N[C@H](c2ccc(-c3cc(C(C)=O)cs3)cc2)[C@@H]2C(=O)N(C)C(=O)[C@@H]21	-12	-263	2	1	-13	19	-1	-11	-5
O=C1CCC([N+](=O)[O-])C(c2ccc(Cl)c([N+](=O)[O-])c2)N1 (stereo not given)	4	3	2	4	4	-8	-6	-7	8
NC(=O)Nc1ccc(Oc2c(F)c(F)c(F)c(F)c2F)cc1	-4	6	1	17	-15	8	-4	-8	-4
Cc1sc2nc(CSC(C)C(=O)Nc3ccccn3)[nH]c(=O)c2c1C (stereo not given)	-2	-81	13	15	8	-4	4	-7	-1
CCOC(=O)c1cnc2[nH]c3ccccc3n2c1=O	78*	-436	1	14	9	-3	17	83*	84*
Cc1ccc(C(=O)NCC(c2ccc(F)cc2)N2CCOCC2)cc1 (stereo not given)	-10	12	1	5	-20	-4	8	4	-2
COC(=O)Nc1ccc(S(=O)(=O)N2CCCC(C(=O)Nc3cccc4c3OCCO4)C2)cc1 (stereo not given)	-5	26	-1	-18	5	-10	2	9	2
CC1Cc2ccccc2N1C(=O)CNc1cccc(S(=O)(=O)N2CCCC2)c1 (stereo not given)	-4	-65	-2	-1	1	9	-9	6	2
CCn1c(=O)cc(SCC(=O)N2CCCCC2)c2ccccc21	-6	-21	2	5	4	-11	-1	-9	-7
COc1cc(-c2n[nH]c(=S)n2-c2ccccc2C(F)(F)F)cc(OC)c1OC	-2	-14	-1	19	44	3	-1	5	0
O=C(COc1ccc([N+](=O)[O-])cc1)Nc1nnc(-c2cccnc2)s1	3	7	-3	-3	-5	2	-1	1	6
CCSC1=C(C#N)C(c2ccc(Cl)cc2)C2=C(CCCC2=O)N1 (stereo not given)	-2	-111	-3	12	2	16	7	-4	-1
COc1ccc(C)cc1S(=O)(=O)Nc1ccncc1	5	5	2	4	7	-3	-30	-6	-2
CCn1c(-c2ccc(Cl)cc2)n[nH]c1=S	-11	-52	1	10	18	2	-5	-8	-11
Cc1nnc(SCc2ccccc2)nc1-c1ccccc1	-13	10	1	31	3	7	2	-23	7
O=[N+]([O-])c1ccc(Cl)c(S(=O)(=O)Nc2ccc3cn[nH]c3c2)c1	0	7	1	0	8	-5	7	-11	7
CCC1(c2ccc(C)cc2)NC(=O)N(CC(=O)Nc2cccc(S(=O)(=O)N3CCCC3)c2)C1=O (stereo not given)	4	2	-1	-14	-1	-2	1	11	-3
COc1ccc2oc(=O)c(C(=O)Nc3cccc(C(C)=O)c3)cc2c1	-7	-107	-23	28	-12	-8	4	-15	-8
O=C(CCNC(=O)c1ccccc1Cl)Nc1ccc2c(c1)OCO2	-6	11	1	-3	-9	-4	-2	-4	-2
CC(C)NS(=O)(=O)c1cccc2nsnc12	3	19	-1	7	-4	1	-6	-6	-2
CC(=O)N1CCN(c2ccc(NCc3ccc(C(C)C)cc3)cc2)CC1	-15	-55	3	26	33	13	7	-9	-4
Cc1nc(SCc2c(F)cccc2Cl)n[nH]1	-6	18	0	-7	-5	-7	12	4	-6
CCN(CC)c1ccc(/C=C/C(=O)c2cccnc2)cc1	-5	11	2	0	7	-2	8	3	13
CN(C)/N=C/c1c(O)ccc2ccccc12	1	-24	-3	12	8	-7	15	9	-10
Cc1cccc(-n2c(Cc3ccccc3)n[nH]c2=S)c1	0	14	3	16	39	-1	8	-16	4
COc1ccc(N/N=C(/C)c2cnnc(-c3ccccc3)n2)cc1	1	36	66*	27	9	23	13	5	3
Cc1ccccc1Nc1nnc(-c2ccc(C(=O)NCCO)cc2)c2ccccc12	-10	-10	2	5	1	14	1	-12	-13
COCCCNC(=O)c1ccccc1Oc1ccccc1	3	13	1	3	-6	-21	-7	-1	0
O=c1c(Cl)c(NCc2ccc(F)cc2)cnn1C12CC3CC(CC(C3)C1)C2	1	17	4	31	-8	8	1	10	0

From PubChem BioAssay
